Assay outcomes deposited in PubChem by Johns Hopkins Ion Channel Center.
MrgX1 agonist: human MrgX1 receptor agonism, primary screen | hit rate 0.44% among 310,000 | B-score at 10 µM | Q96LB2 | MrgX1-HEK293 cells, Fluo-4 calcium fluorescence, agonist mode; hits give high values;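 active = calcium response B-score plate-corrected fluorescence ratio at least 3 library SD, with starting fluorescence B-score inside 5 SD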
Target sequence (Q96LB2 whole entry, looked up): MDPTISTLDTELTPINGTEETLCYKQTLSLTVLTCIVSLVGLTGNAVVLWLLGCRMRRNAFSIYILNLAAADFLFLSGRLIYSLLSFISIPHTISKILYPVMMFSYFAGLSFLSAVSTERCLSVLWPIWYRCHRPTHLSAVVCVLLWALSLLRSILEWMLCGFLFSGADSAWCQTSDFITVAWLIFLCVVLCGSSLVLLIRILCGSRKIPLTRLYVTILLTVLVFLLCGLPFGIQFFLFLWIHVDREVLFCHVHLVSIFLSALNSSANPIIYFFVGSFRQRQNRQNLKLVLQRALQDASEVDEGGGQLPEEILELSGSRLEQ
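Assay system: stable human MrgX1 HEK293 cell line. Quantity: 15,000 cells per well. Schedule: cells plated overnight, dye loaded 0.5 h 37 °C, 0.5 h room temperature. Detection: Fluo-4 NW calcium-flux fluorescence, kinetic read. Read-out basis: peak-minus-minimum fluorescence over baseline, converted to B scores. Control set: positive and negative control wells on each plate.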
ANO1 block: inhibitors of mouse TMEM16A calcium-activated chloride channel. HEK293 TMEM16A/YFP iodide influx fluorescence, ionomycin. hit rate 1.2% among 310,000. AID 588511. Q8BHY3. normalized B-score (activity score, 25-100; higher = stronger inhibition) at 10 µM;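 active = ratio plate-corrected score three or more library SD toward inhibition, starting fluorescence score within five deviations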;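 also: score derived from kinetic fluorescence span divided by baseline fluorescence per well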
RGS4 act: potentiators or activators of RGS4; B-score at 10 µM; AID 463111; HEK293 M3R/inducible RGS4, carbachol calcium flux Fluo4; hits give low values; hit rate 0.92% among 310,000;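 active = B-score of the integrated calcium signal more than 4 SD below the library mean, with starting fluorescence not abnormally high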;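 also: negative B-score means reduced calcium response which marks RGS4 activation or potentiation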
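Reagent: ECmax carbachol challenge; Test system: M3R-expressing HEK293 line, RGS4 induced by doxycycline; Schedule: overnight RGS4 induction, 30 min dye load 37 °C, 20 min compound RT; Detection: calcium dye Fluo4 fluorescence; Read-out: Agonist-evoked peak-minus-minimum fluorescence over baseline, integrated ratio, B score.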
MrgX1 PAM: human MrgX1 positive allosteric modulation, primary screen | B-score at 10 µM | AID 588675 | hit rate 0.63% among 310,000 | MrgX1-HEK293, Fluo-4 calcium flux, FDSS; hits give high values | Q96LB2;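 active = plate-corrected calcium response at least 3 library SD above typical, normal starting fluorescence, not activating the receptor alone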;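 also: compound read alongside a low EC10 to EC30 dose of BAM8-22 agonist; peak minus trough fluorescence over baseline measured at the second addition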
KCNK3 inh: human KCNK3 channel inhibition, primary screen; CHO-KCNK3 thallium flux, FluxOR fluorescence; hits give low values; B-score at 10 µM; O14649; AID 602410; hit rate 0.84% among 340,000;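 active = B-score under library mean minus 4 SD, starting fluorescence ratio at most library mean plus 5 SD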;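 also: more negative B-score means stronger inhibition of thallium flux through KCNK3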
Target sequence (O14649 whole entry, looked up): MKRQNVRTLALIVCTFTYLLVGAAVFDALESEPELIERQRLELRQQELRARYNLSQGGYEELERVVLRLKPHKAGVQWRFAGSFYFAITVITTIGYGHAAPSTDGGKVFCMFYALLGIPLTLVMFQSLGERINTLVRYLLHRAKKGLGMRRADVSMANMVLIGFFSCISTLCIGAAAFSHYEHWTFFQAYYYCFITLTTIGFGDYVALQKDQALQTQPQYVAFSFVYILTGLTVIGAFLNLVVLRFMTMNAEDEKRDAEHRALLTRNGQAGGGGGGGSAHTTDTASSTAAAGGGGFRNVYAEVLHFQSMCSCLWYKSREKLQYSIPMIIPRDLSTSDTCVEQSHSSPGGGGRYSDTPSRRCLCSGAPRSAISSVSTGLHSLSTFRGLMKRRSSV
KCNQ1 pot: potentiates or activates the human KCNQ1 potassium channel; B-score at 10 µM; hit rate 0.35% among 310,000; P51787; CHO-K1 KCNQ1, thallium flux FluxOR fluorescence; hits give high values;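 active = fluorescence ratio B-score, a plate-corrected score, at least three library SD, with initial intensity B-score within 5 SD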
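Assay system: CHO-K1 cells stably expressing KCNQ1; Medium: assay buffer with matched DMSO; Also added: K+/Tl+ depolarizing stimulus; Dosing: single dose; Timing: dye 90 min, compound 20 min, room temperature; Measured by: kinetic FluxOR thallium fluorescence, 10-s 1-Hz baseline, 110-s post-stimulus read; Read-out: peak-minus-minimum fluorescence over initial fluorescence, negative-control normalized, B-scored.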
ANO1 activ: activators or potentiators of mouse TMEM16A chloride channel; AID 623877; Q8BHY3; HEK293 TMEM16A/YFP-H148Q/I152L, iodide quench fluorescence; hits give low values; B-score at 10 µM; hit rate 0.3% among 340,000;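 active = fluorescence-ratio B-score plate-corrected deviation score at least 3 library SD below zero, with starting fluorescence score within 5 deviations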;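 also: channel opened by trigger with iodide after compound preincubation; score built on the fluorescence ratio of max minus min over baseline; more negative score means more quench and so TMEM16A activation or potentiation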
KCNQ1 block: human KCNQ1 channel inhibition | AID 2642 | P51787 | B-score at 10 µM | hit rate 1.3% among 310,000 | CHO-K1 KCNQ1, FluxOR thallium flux fluorescence; hits give high values;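 active = compounds whose thallium flux B-score, printed positive for inhibition, exceeds three library SD while starting fluorescence stays within three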;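 also: channel opened by potassium depolarization with thallium stimulus after 20 min compound exposure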
RGS4 block: inhibitors of human RGS4. P49798. HEK293 M3R/RGS4 inducible, Fluo-4 calcium flux; hits give high values; triggered by carbachol at its EC20. B-score at 10 µM. hit rate 0.45% among 310,000. AID 463165;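 active = B-score, a plate-corrected calcium signal, over three deviations above library mean, with baseline fluorescence within five deviations of library mean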;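 also: RGS4 expression induced by doxycycline in cells with stable M3 receptor; B-score is computed from the integrated fluorescence ratio over baseline after carbachol; higher B-score means a larger calcium signal and so more RGS4 inhibition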
hERG protect: shields human hERG channel from block by proarrhythmic agents | Q12809 | activation (rescue from dofetilide block), less the hit threshold, % at 10 µM | AID 1511 | hit rate 0.51% among 310,000 | CHO-hERG, FluxOR thallium flux, dofetilide IC70 present;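 active = activation above the mean of controls blocked by dofetilide plus 5 SD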;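 also: thallium influx through hERG after potassium depolarization seen as dye fluorescence rise; in these data hits start at about 4.7%; inactives centre near -7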
KCNK9 block: human KCNK9 channel inhibition. hit rate 1.2% among 310,000. AID 488922. Q9NPC2. HEK293 KCNK9, FluxOR thallium flux fluorescence; hits give low values. B-score at 10 µM;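 active = ratio B-score over 3 SD below the library mean, with starting fluorescence within 5 SD of its mean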;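 also: negative B-score means less thallium flux so channel inhibition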
Target sequence (Q9NPC2 whole entry, looked up): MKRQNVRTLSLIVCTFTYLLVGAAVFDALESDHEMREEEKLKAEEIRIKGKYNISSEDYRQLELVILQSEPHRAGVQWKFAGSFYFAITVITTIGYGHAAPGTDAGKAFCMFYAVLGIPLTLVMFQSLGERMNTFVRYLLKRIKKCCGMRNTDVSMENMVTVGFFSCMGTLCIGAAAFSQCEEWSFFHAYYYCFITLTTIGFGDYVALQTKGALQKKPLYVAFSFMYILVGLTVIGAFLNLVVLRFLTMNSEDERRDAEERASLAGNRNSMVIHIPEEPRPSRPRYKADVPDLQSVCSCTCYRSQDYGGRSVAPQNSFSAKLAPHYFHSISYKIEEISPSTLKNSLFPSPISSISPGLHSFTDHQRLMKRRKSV
Active calls of the source: *; i = inactive; . = no result given.

molecule,MrgX1 agonist,ANO1 block,RGS4 act,MrgX1 PAM,KCNK3 inh,KCNQ1 pot,ANO1 activ,KCNQ1 block,RGS4 block,hERG protect,KCNK9 block
O=C(O)CSc1cc(C(=O)c2cc(F)ccc2O)cn2c(=O)c3c(-c4ccccc4)csc3nc12,i,i,i,i,i,i,i,i,i,-21,i
COc1ccc2cc3cc(C(=O)NCCCN4CCOCC4)oc3nc2c1,i,i,i,i,i,i,i,i,i,-2,i
CCOc1cc(N2CCOCC2)c(OCC)cc1NC(=O)C(C)(C)C,i,i,i,i,i,i,i,i,i,-11,i
NC(=O)c1nc(N2CCOCC2)nc(N2CCOCC2)n1,i,i,i,i,i,i,i,i,i,-9,i
Cc1ccc(/C=C2/Sc3ccccc3N(CC(=O)NCC3CCCO3)C2=O)cc1 (centres undefined),i,i,-7.4*,i,i,i,i,i,i,-13,i
O=C(Nc1ccc2ccccc2c1)c1cnccn1,i,i,i,i,i,i,i,i,i,-9,i
COC(=O)C(NC(=O)c1ccccc1)=C1C=C(C)OC(C)=C1,i,i,i,i,i,i,i,i,i,0,i
COc1ccc(-c2cc(C(=O)NC(C)C)no2)cc1,i,i,i,i,i,i,i,i,i,-6,i
O=C(c1ccco1)N(CCCN1CCOCC1)c1nc(-c2ccc(F)cc2)cs1,i,i,i,i,i,i,i,i,i,-18,i
c1cnc2c(OCc3cn4cccnc4n3)cccc2c1,i,i,.,i,i,.,i,.,.,.,.
COc1ccc(/C=N/NC(=O)c2ccc(COCC(F)(F)C(F)F)cc2)cc1,i,i,i,i,i,i,i,i,i,-15,i
CC(C)CN1CCN(Cc2cccc3ncccc23)CC1CCO (centres undefined),i,i,i,i,i,i,i,i,i,-8,i
CCc1ccccc1NC(=O)Nc1cccn(Cc2ccc(F)cc2)c1=O,i,i,i,i,i,i,i,i,i,-5,i
CCc1ccc(N(C)S(=O)(=O)c2ccc3[nH]cc(C(=O)NCCN4CCOCC4)c(=O)c3c2)cc1,i,i,i,i,i,i,i,i,i,-1,i
CCOC(=O)c1cc(C#N)c(NCc2ccccc2)nc1C,i,i,i,i,i,i,i,i,i,-7,i
CCOc1cc(CNCCc2c[nH]c3ccccc23)cc(Cl)c1OCC(N)=O,i,i,i,i,i,i,i,i,i,-12,i
Cc1cc(NN)nc(NS(=O)(=O)c2ccccc2)n1,i,i,i,i,i,i,i,i,i,-3,i
COc1ccccc1-n1cnc(N)c1C(=O)c1ccccc1,i,i,i,i,i,i,i,i,i,-2,i
Fc1ccc(NC(=S)NNc2ncc(C(F)(F)F)cc2Cl)c(F)c1,i,25*,i,i,i,i,i,i,i,-13,i
C#CCOCCOCCOCCNc1nc(N2CCN(C(=O)C([C@@H](C)CC)n3cc(C(N)COC(=O)C(F)(F)F)nn3)CC2)nc(N2CCN(C(=O)[C@H](CCCCN)n3cc(C(N)[C@H](C)CC)nn3)CC2)n1 (some centres undefined),i,i,i,i,.,i,.,i,i,-2,i
Cc1nc2ccccn2c1/C(O)=C1\C(=O)C(=O)N(CCN(C)C)C1c1cccnc1 (centres undefined),i,i,i,i,i,i,i,i,i,-6,i
O=C(Nc1nnc(C2CC2)s1)C1CCCCN1S(=O)(=O)c1ccccc1 (centres undefined),i,i,i,i,i,i,i,i,i,1,i
CCN1C(=O)c2cccc3c(NC(=O)c4ccc(S(=O)(=O)N(C)C)cc4)ccc1c23,i,i,i,i,i,i,i,i,i,-18,i
CCOc1ccc2nc(N(CCN(C)C)C(=O)/C=C/c3cccs3)sc2c1,i,i,i,i,i,i,i,i,i,-13,i
Cc1ncc(S(=O)(=O)c2ccccc2)c(-c2ccccc2)n1,i,i,i,i,i,i,i,i,i,-6,i
Cc1ccc(NC(=O)c2cc(S(=O)(=O)N3CCCCC3)ccc2N2CCOCC2)cc1F,i,i,i,i,i,i,i,i,i,-12,i
COc1ccccc1C1=NC(c2ccc(F)cc2)N=C1C (centres undefined),i,i,i,i,i,i,i,i,i,-10,i
CN1CCN(c2nc3c(c(=O)[nH]c(=O)n3C)n2Cc2ccccc2)CC1,i,i,i,i,i,i,i,i,i,-5,i
CCOC(=O)/C(N=O)=C(\O)C1CCN(C(=O)OCC)CC1,i,i,i,i,i,i,i,i,i,-15,i
COc1ccccc1C(=O)Oc1cc(N)n(S(=O)(=O)c2ccccc2)n1,i,i,i,i,i,i,i,i,i,-9,i
CCOc1ccc(CN(C(=O)c2oc3cc(C)ccc3c2C)C2CCS(=O)(=O)C2)cc1 (centres undefined),i,i,i,i,i,i,i,i,i,-16,-6.7*
CCCCN(CCCC)Cc1ccc(C(=O)NNC(=O)Nc2ccc(Cl)cc2)o1,i,i,i,i,i,i,i,i,i,-14,i
C=CCn1c(NCc2c[nH]c3ccccc23)nc2ccccc21,i,i,i,i,i,i,i,i,i,-16,i
Cc1csc(NC(=O)c2cc3c(C)nn(Cc4ccccc4Cl)c3s2)n1,i,i,i,i,i,i,i,i,i,-3,i
CSc1ncccc1C(=O)Nc1nc2ccc(S(C)(=O)=O)cc2s1,i,i,i,i,i,i,i,i,i,-17,i
CC(=O)c1ccc(-n2ccnc2)cc1,i,i,i,i,i,i,i,i,i,-9,i
O=C(CC1Nc2cccc3cccc(c23)NC1=O)Nc1ccc(F)cc1 (centres undefined),i,i,i,i,i,i,i,i,5.3*,-6,i
COc1ccc(NC(=O)CC23CC4CC(CC(Br)(C4)C2)C3)c(OC)c1,i,i,i,i,i,i,i,i,i,1,i
Cc1ccc2c(c1)c1c3n2CCN(C(=O)CCl)C3CCC1 (centres undefined),i,i,i,i,i,i,i,i,i,-15,i
Clc1ccc(-c2nnsc2SCc2ccccc2)cc1,i,i,i,i,i,i,i,i,i,-8,-11*
CC(=O)Oc1cc(OC(C)=O)c2c(=O)c(-c3ccc4c(c3)OCCCO4)c(C)oc2c1,i,i,i,i,i,i,i,i,i,1,i
C/C(=N\NC(=O)c1nnn(-c2nonc2N)c1CN(C)c1ccccc1)c1ccccc1O,i,i,i,i,i,i,i,i,i,-15,i
CCOC(=O)c1[nH]c(C)c(C(=O)NCc2ccc(Cl)cc2)c1C,i,i,i,i,i,i,i,i,i,-10,i
CC(C)(C)OC(=O)N1CCC(c2c(C(=O)N3CCN(C4CCCCC4)CC3)cnn2-c2ccccc2)CC1,i,i,i,i,i,i,i,i,i,-7,i
Nc1c(C(O)(C(F)(F)F)C(F)(F)F)cc(C(O)(C(F)(F)F)C(F)(F)F)c2ccccc12,i,i,i,i,i,i,i,i,i,-7,i
COc1ccc(NC(=O)NC(c2ccccc2)c2ccccc2)c(OC)c1,i,i,i,i,i,i,i,i,i,-10,i
COc1cc(S(=O)(=O)N2CCOCC2)ccc1N,i,i,i,i,i,i,i,i,i,-8,i
COc1ccccc1-c1nnc(SCC(=O)Nc2ccc(N3CCOCC3)cc2)n1C,i,i,i,i,i,i,i,i,i,-8,i
Nc1nonc1-n1nnc(C(=O)N/N=C/c2ccc(OCc3ccccc3F)cc2)c1CN1CCCCC1,i,i,i,i,i,i,i,i,i,-11,i
COc1ccc(CCNC(=O)CSc2nnc3ccc(-c4ccncc4)nn23)cc1,i,i,i,i,i,i,i,i,i,-11,i
O=Cc1cn(-c2ccccc2)nc1-c1cc2c(ccc3ccccc32)oc1=O,i,25*,.,i,i,.,i,.,.,.,.
Cn1cc(S(=O)(=O)Cc2ccc(F)cc2)c2ccccc21,i,i,i,i,i,i,i,i,i,-10,i
O=C(COc1ccccc1)Nc1ccc(S(=O)(=O)N2CCOCC2)cc1,i,i,i,i,i,i,i,i,i,-7,i
COc1cc(C(=O)NCCc2ccc3c(c2)OCCO3)ccc1OCC(=O)N1CCOCC1,i,i,i,i,i,i,i,i,i,-9,i
O=C(Cc1ccc(F)cc1)N(c1ccccc1)C1C=CS(=O)(=O)C1 (centres undefined),i,i,i,i,i,i,i,i,i,-5,i
CN1CC(=O)N(C)c2ncn(Cc3ccccc3)c2C1=O,i,i,i,i,i,i,i,i,i,-6,i
Cc1ccnc(NC(=O)c2ccccc2[N+](=O)[O-])c1,i,i,i,i,i,i,i,i,i,-8,i
O=C1CC(c2ccco2)Cc2nc(N3CCN(Cc4ccc5c(c4)OCO5)CC3)ncc21 (centres undefined),i,25*,-8.9*,i,i,i,i,i,i,-5,i
Cc1cccc(CS(=O)(=O)c2ncc(Cl)c(C(=O)Nc3nnc(C(C)C)s3)n2)c1,i,i,i,i,i,i,i,i,i,-21,i
O=C(Cn1ncc2c1-c1ccccc1OC2)Nc1ccc(S(=O)(=O)N2CCCCC2)cc1,i,i,.,i,i,.,i,.,.,.,.

More structures
molecule,MrgX1 agonist,ANO1 block,RGS4 act,MrgX1 PAM,KCNK3 inh,KCNQ1 pot,ANO1 activ,KCNQ1 block,RGS4 block,hERG protect,KCNK9 block
O=C(Cn1cnc2c(cnn2-c2ccc(F)cc2)c1=O)NCCc1ccccc1,i,i,i,i,i,i,i,i,i,-8,i
CCC(C)n1c(-c2cccs2)nc2nc3ccccc3nc21 (centres undefined),i,i,i,i,i,i,i,i,i,-1,i
C=CCn1c(O)c(N=NC(=O)c2cccnc2)c2cc(Br)ccc21,i,i,i,i,i,i,i,i,i,-8,i
COc1ccc(NC(=O)c2ccc(NC3CC(=O)N(c4ccc(C)cc4C)C3=O)cc2)cc1 (centres undefined),i,i,i,i,i,i,i,i,i,-8,i
C=CCn1c(=S)[nH]c2scc(-c3ccc(C)o3)c2c1=O,i,i,i,i,i,99*,i,i,i,64*,i
C=CCOn1c(C)c(C(C)=O)c2c3nonc3ccc21,i,i,i,i,i,i,i,i,i,-8,i

Compounds as they come; any-hit rate near 6.3%.
